Growth percent in the NCI-60 one-dose screen (48 h, 10 µM unless noted): 100 = growth as untreated, 0 = no growth, -100 = all killed.
PC-3 = PC-3 prostate cancer cells; actives 3.9% (n = 80,000); AID 1794754
SF-539 = SF-539 CNS cancer; actives 6.8% (n = 81,000); AID 1794752
HT29 = HT29 colon cancer. actives 7.4% (n = 81,000)
SW-620 = SW-620 colon cancer | actives 5.2% (n = 82,000) | AID 1794795
HCC-2998 = HCC-2998 colon cancer | actives 4.7% (n = 79,000)
SNB-75 = SNB-75 CNS cancer; actives 5% (n = 79,000)
SNB-19 = SNB-19 CNS cancer cells. actives 2.5% (n = 81,000)
KM12 = KM12 colon cancer cells. actives 5% (n = 82,000)
DU-145 = DU-145 prostate cancer; AID 1794760; actives 4.2% (n = 81,000)
The depositor's hits bear a star; x = not tested or not shown; [ ] = another dose, or the depositor's remark. How the source made its calls: active means growth percent below 10; inactive means the rest. An unsorted share of the library (roughly 11% active in at least one column).

Preview, 19 compounds:
cpd	SMILES	KM12	DU-145	HCC-2998	SF-539	PC-3	HT29	SNB-19	SW-620	SNB-75
1	CCSc1nnc2c3c4c(sc3nc(-c3cccc5ccccc35)n12)CCCCCC4	109	108	109	95	91	99	103	100	90
2	Cc1nc2c3c(ncn2n1)Oc1c(c(=O)[nH]c2ccccc12)C3c1ccc(Cl)cc1 (centres undefined)	99	112	102	93	83	102	92	95	x
3	COC(=O)c1cc(Cl)nc(SC)n1	102	107	98	101	95	88	107	104	97
4	O=S(=O)(Oc1ccc(-c2nnc(Nc3ccccc3)s2)cc1)C(F)(F)C(F)(F)C(F)(F)C(F)(F)C(F)(F)C(F)(F)F	102	107	105	98	110	109	101	103	100
5	Cc1ccc(Nc2ccc(Nc3ccc(C)cc3)c3c2C(=O)c2cccc(O)c2C3=O)cc1	93	114	109	105	79	117	104	99	94
6	CC(C)C1=C(O)C2=C(C(=O)C1=O)[C@@]1(C)CCCC(C)(C)[C@@H]1CC2	52	82	54	90	x	99	53	55	79
7	O=C1Nc2ccccc2/C1=N\c1nnc(-c2ccc(Cl)cc2)o1	99	114	107	95	77	103	90	94	76
8	CS(=O)(=O)c1cnccn1	110	106	x	100	95	91	103	105	82
9	Cc1nc(Cl)c2[nH]c(Cl)nc2n1	105	107	104	103	90	88	95	104	92
10	CCOC(=O)C1=C(N)N(c2ccc(C)cc2)C2=C(C(=O)CC(C)(C)C2)C1c1ccc(Cl)cc1 (centres undefined)	100	102	104	106	57	67	90	80	65
11	C=CCn1c(SCC(=O)Nc2cccc(C(=O)/C=C/c3ccc(C)cc3C)c2)nc2ccccc2c1=O	94	96	98	99	76	82	88	91	78
12	O=C(O)c1ccc(-n2cc(/C=N/Nc3ccc(F)cc3F)c(-c3ccc(O)cc3)n2)cc1	92	103	105	94	82	102	98	102	70
13	CCCC(O)Cn1ncc(C(=O)OCC)c1NC(=O)NCc1ccc(F)cc1 (centres undefined)	106	107	86	95	77	79	106	105	105
14	CC(=O)c1cccc(NC(=O)c2c(-c3ccccc3)c(-c3ccccc3)n[nH]c2=O)c1	103	110	138	98	84	105	95	109	74
15	O=C(NCC(O)CNC(=O)Nc1ccc(C2=NCC(O)CN2)cc1)Nc1ccc(C2=NCC(O)CN2)cc1 (centres undefined)	107	110	110	98	92	103	103	104	83
16	Cc1cc(-c2ccccc2)n2nc(N)c(=S)nc2n1	104	108	105	96	101	105	100	103	105
17	Cc1[nH]c2ccc(F)cc2c1CCNC(=O)C1CCN(C(=O)c2ccc(-c3ccccc3)cc2)CC1	43	69	57	67	23	5.9*	65	69	49
18	N#Cc1ccc(OC(=O)Nc2cc(Cl)cc(Cl)c2)cc1	-15*[100 µM]	19[100 µM]	-8.4*[100 µM]	-4.5*[100 µM]	-9.4*[100 µM]	2.8*[100 µM]	15[100 µM]	4.9*[100 µM]	-9.8*[100 µM]
19	COC(=O)c1[nH]nc2c1C1(C(=O)Nc3ccc([N+](=O)[O-])cc31)C(C#N)=C(N)O2 (centres undefined)	103	105	103	100	81	107	96	95	98

The list itself, from the first entry:
cpd	SMILES	KM12	DU-145	HCC-2998	SF-539	PC-3	HT29	SNB-19	SW-620	SNB-75
1	CCSc1nnc2c3c4c(sc3nc(-c3cccc5ccccc35)n12)CCCCCC4	109	108	109	95	91	99	103	100	90
2	Cc1nc2c3c(ncn2n1)Oc1c(c(=O)[nH]c2ccccc12)C3c1ccc(Cl)cc1 (centres undefined)	99	112	102	93	83	102	92	95	x
3	COC(=O)c1cc(Cl)nc(SC)n1	102	107	98	101	95	88	107	104	97
4	O=S(=O)(Oc1ccc(-c2nnc(Nc3ccccc3)s2)cc1)C(F)(F)C(F)(F)C(F)(F)C(F)(F)C(F)(F)C(F)(F)F	102	107	105	98	110	109	101	103	100
5	Cc1ccc(Nc2ccc(Nc3ccc(C)cc3)c3c2C(=O)c2cccc(O)c2C3=O)cc1	93	114	109	105	79	117	104	99	94
6	CC(C)C1=C(O)C2=C(C(=O)C1=O)[C@@]1(C)CCCC(C)(C)[C@@H]1CC2	52	82	54	90	x	99	53	55	79
7	O=C1Nc2ccccc2/C1=N\c1nnc(-c2ccc(Cl)cc2)o1	99	114	107	95	77	103	90	94	76
8	CS(=O)(=O)c1cnccn1	110	106	x	100	95	91	103	105	82
9	Cc1nc(Cl)c2[nH]c(Cl)nc2n1	105	107	104	103	90	88	95	104	92
10	CCOC(=O)C1=C(N)N(c2ccc(C)cc2)C2=C(C(=O)CC(C)(C)C2)C1c1ccc(Cl)cc1 (centres undefined)	100	102	104	106	57	67	90	80	65
11	C=CCn1c(SCC(=O)Nc2cccc(C(=O)/C=C/c3ccc(C)cc3C)c2)nc2ccccc2c1=O	94	96	98	99	76	82	88	91	78
12	O=C(O)c1ccc(-n2cc(/C=N/Nc3ccc(F)cc3F)c(-c3ccc(O)cc3)n2)cc1	92	103	105	94	82	102	98	102	70
13	CCCC(O)Cn1ncc(C(=O)OCC)c1NC(=O)NCc1ccc(F)cc1 (centres undefined)	106	107	86	95	77	79	106	105	105
14	CC(=O)c1cccc(NC(=O)c2c(-c3ccccc3)c(-c3ccccc3)n[nH]c2=O)c1	103	110	138	98	84	105	95	109	74
15	O=C(NCC(O)CNC(=O)Nc1ccc(C2=NCC(O)CN2)cc1)Nc1ccc(C2=NCC(O)CN2)cc1 (centres undefined)	107	110	110	98	92	103	103	104	83
16	Cc1cc(-c2ccccc2)n2nc(N)c(=S)nc2n1	104	108	105	96	101	105	100	103	105
17	Cc1[nH]c2ccc(F)cc2c1CCNC(=O)C1CCN(C(=O)c2ccc(-c3ccccc3)cc2)CC1	43	69	57	67	23	5.9*	65	69	49
18	N#Cc1ccc(OC(=O)Nc2cc(Cl)cc(Cl)c2)cc1	-15*[100 µM]	19[100 µM]	-8.4*[100 µM]	-4.5*[100 µM]	-9.4*[100 µM]	2.8*[100 µM]	15[100 µM]	4.9*[100 µM]	-9.8*[100 µM]
19	COC(=O)c1[nH]nc2c1C1(C(=O)Nc3ccc([N+](=O)[O-])cc31)C(C#N)=C(N)O2 (centres undefined)	103	105	103	100	81	107	96	95	98
20	Cc1nc2ccccc2n1C(=O)CC1C(=O)NC(=O)NC1=O	101	111	116	96	102	106	96	103	68
21	CCCCCCCCCCCCCCCCCCCCCCCCCCO	102	104	103	97	93	108	102	98	89
22	COc1ccc(NC(=O)C2=C(C)Nc3ncnn3C2c2cc(OC)c(OC)c(OC)c2)cc1 (centres undefined)	108	110	104	115	102	98	111	104	101
23	COc1cc(C2CC(=O)c3ccccc3N2)cc(OC)c1OC (centres undefined)	100	117	109	102	x	78	97	100	95
24	CCOC(=S)SCc1cc(=O)oc2ccc(C)cc12	93	92	104	98	84	91	91	88	97
25	CC(=O)Nc1cc(C)c(C)cc1NC(C)=O	107	107	114	102	94	106	x	104	93

(cont.)
cpd	SMILES	KM12	DU-145	HCC-2998	SF-539	PC-3	HT29	SNB-19	SW-620	SNB-75
26	COc1cc(OC)cc(-c2cncn2-c2ccc(-c3nc4cc(OC)cc(OC)c4s3)cc2)c1	39	78	70	63	34	36	64	48	61
27	CC(=O)OC(C)(C#N)C(C)(C#N)OC(C)=O (centres undefined)	110	112	107	101	92	99	112	106	94
28	O=C1N(Cc2ccc(Cl)cc2)c2ccccc2C12NCCc1cccc(O)c12 (centres undefined)	101	101	110	93	86	98	87	98	82
29	CCN1C(=O)/C(=c2\sc3n(c2=O)C2C(NN=3)N(CC)C(=S)N2CC)c2ccccc21 (centres undefined)	102	115	104	96	94	111	97	102	85
30	CSc1nc2c(c(=O)n1C)CN(Cc1ccccc1)C(=O)C(c1ccccc1)N2 (centres undefined)	107	113	95	92	x	104	96	105	76
31	COc1cc2oc(-c3cccc(C(=O)Nc4ccc(Cl)cc4)c3)cc(=O)c2c(OCCNC(=O)[C@@H](N)Cc2ccccc2)c1OC	106	109	121	107	94	110	101	109	89
32	N#Cc1c(-c2ccc(Cl)cc2)nc2c(c(-c3ccccc3)nn2-c2ccccc2)c1-c1ccc(O)cc1	41	51	85	11	12	92	65	54	43
33	COc1ccc(NC(=O)CSc2nc3ccccc3c(=O)n2-c2ccccc2C(F)(F)F)c(OC)c1OC	101	105	118	95	100	104	89	95	84
34	CC(=O)CC(=O)NC(C)CCC(C)C (centres undefined)	120	128	102	102	92	115	101	105	87
35	O=C1C(=O)N(CCCCn2cc(-c3ccc(F)cc3)nn2)c2ccccc21	100	108	103	102	105	112	93	102	76
36	COC(=O)c1cc(=O)nc(NNC(C)=O)s1	102	113	100	91	101	98	100	110	83
37	C/C(=N\NC(=O)CSc1nc(-c2cnccn2)cc(-c2cccs2)c1C#N)c1ccccc1	97	74	104	70	95	96	87	81	105
38	N#Cc1c(NCc2cccc(Br)c2)sc2c1CCCC2	102	106	103	101	105	112	98	99	91
39	Cc1ccc(S(=O)(=O)Nc2ccccc2)cc1	97	112	102	100	95	110	99	100	84
40	COC(=O)c1ccc(C(=O)Nc2ccc(-c3cc(=O)c4c(OC)c(OC)c(OC)cc4o3)cc2)cc1	99	107	103	92	84	103	90	105	85
41	CC(=O)NS(=O)(=O)c1ccc2sc(C)nc2c1	107	117	101	100	x	112	100	109	88
42	O=C(O)CSc1nc2ccc(Br)cc2[nH]1	103	113	x	104	97	114	102	101	96
43	COc1cccc(-c2nc3occn3c2-c2ccnc(NCCNS(=O)(=O)c3cccc4ccccc34)n2)c1	94	107	132	109	100	97	98	113	103
44	N#CCCc1c[nH]c2ccccc12	x	107	113	96	79	91	105	92	76
45	CCOC(=O)C(CC)C(C)O (centres undefined)	113	114	96	102	98	109	99	104	91
46	Cc1oc(-c2ccc(Cl)cc2)cc1C(=O)Nc1ccccc1	100	102	104	108	94	97	101	101	100
47	O=C(N/N=C/c1ccc(O)cc1)c1cc(-c2nc3ccccc3[nH]2)nc2ccccc12	102	96	104	104	95	97	98	104	91
48	COc1ccc(P(c2ccc(OC)cc2)c2ccc(OC)cc2)cc1	73	94	107	113	56	102	95	101	81
49	CC(=O)Nc1cc2c(cc1[N+](=O)[O-])-c1ccccc1/C2=N\O	101	108	113	104	93	95	100	112	94
50	S=c1[nH]cnc2sc(Nc3ccccc3)nc12	99	116	102	88	99	112	97	104	93

New compounds follow.
cpd	SMILES	KM12	DU-145	HCC-2998	SF-539	PC-3	HT29	SNB-19	SW-620	SNB-75
51	O=C(Nc1nc(-c2ccccc2Cl)cs1)c1cc(-c2ccccc2)nc2ccc(Cl)cc12	84	78	95	-7.0*	73	85	81	29	93
52	COc1cc([C@@H]2c3cc4c(cc3C(Br)[C@H]3COC(=O)[C@H]23)OCO4)cc(OC)c1OC (some centres undefined)	-81*	-82*	x	-45*	0.6*	-10*	-32*	x	9.8*
53	O=C(CC(c1ccccc1)c1cccc2ccccc12)c1ccc(Br)cc1 (centres undefined)	96	94	92	96	82	84	95	92	97
54	CC1CCCC2C1NC(=O)[C@]21N2CCC[C@@H]2[C@@H](C(=O)C2CCCCC2)[C@]12C(=O)NC1CCCCC12 (some centres undefined)	96[20 µM]	95[20 µM]	101[20 µM]	100[20 µM]	68[20 µM]	107[20 µM]	101[20 µM]	90[20 µM]	78[20 µM]
55	O=c1cc(-c2nccc3c2[nH]c2ccccc23)c2cc(Cl)ccc2o1	29	80	74	18	31	7.6*	44	34	40
56	COc1cc2c3c(c4c5cccnc5n(C)c4c2c(OC)c1OC)C(=O)NC3=O	70	108	107	103	70	87	104	96	77
57	COc1ccc(-c2nnc(Cn3c(Cc4cccc5ccccc45)nc4ccccc43)o2)cc1	76	93	84	81	66	89	72	91	84
58	CCCCN(CCCC)CC(C)(O)c1cc(-c2ccc(Cl)cc2)nc2c(C)cc(C)cc12 (centres undefined)	102	107	96	106	89	73	95	99	115
59	Oc1ccc(CCC2CCNCC2)cc1	107	107	103	105	96	102	111	95	89
60	CN(C)CCCNC1=C(Cl)C(=O)C(NCCCN(C)C)=C(Cl)C1=O	95	106	104	131	96	70	107	99	114
61	COc1cc(CNC(=O)CCCC/C=C/C(C)C)ccc1OCc1nnc(Nc2ccccc2F)o1	79	89	91	48	72	90	59	99	58
62	CCCN(CCC)C(=O)[C@H](CC)[C@@H]1CC[C@@H](C)[C@@H]([C@H](C)[C@@H](O)[C@@H](C)C(=O)[C@H](CC)C2O[C@]3(C=C[C@@H](O)[C@]4(CC[C@@](C)([C@H]5CC[C@](O)(CC)[C@H](C)O5)O4)O3)[C@H](C)C[C@@H]2C)O1 (some centres undefined)	20	31	4.8*	8.4*	6.7*	7.0*	18	9.2*	-13*
63	Nc1cc2ccccc2c(O)c1O	62	93	113	16	44	96	90	-34*	90
64	O=C(CNc1ncnc2sc3c(c12)CCCC3)N=Nc1c(O)[nH]c2ccccc12	101	107	129	88	89	106	96	143	48
65	CS(=O)(=O)Nc1ccccc1-c1nc2ccccc2c(=O)o1	106	84	108	113	95	115	100	103	83

Screening results (PubChem)
